Assay outcomes deposited in PubChem by several laboratories.
STEP inh: inhibitors of human striatal-enriched phosphatase STEP | recombinant STEP, OMFP fluorogenic substrate, fluorescence | inhibition, % at 20 µM | 360,000 tested, 0.25% active;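 active means inhibition at 20 µM, scaled per plate between control wells, above about 37%, limit read from the data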;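 further: 0% = DMSO with enzyme and substrate and 100% = substrate only without enzyme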
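System: STEP (striatal-enriched tyrosine phosphatase) enzyme, cell-free; medium: Bis-Tris pH 6.0 buffer with DTT, detergent; dosing: 20 µM, 1% DMSO; times: reaction 20 min, ambient temperature; detection: fluorescence, 480/540 nm; read-out basis: normalized % inhibition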
SUMO1-SIM PPI: SUMO1-SIM interaction modulation | P63165 | SUMO1 binding to a labelled peptide, TR-FRET, 1 h | inhibition, % at 20 µM | 360,000 tested, 0.33% active | AID 602429; in the data active means inhibition above about 37%
Target sequence (P63165 whole entry, looked up): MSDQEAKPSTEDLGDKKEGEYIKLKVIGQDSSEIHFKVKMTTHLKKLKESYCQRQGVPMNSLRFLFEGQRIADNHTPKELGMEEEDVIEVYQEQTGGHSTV
Neddylation inh: blocks human cullin neddylation | TR-FRET cullin neddylation, biochemical | P61081+Q13564 | calls only at 25 µM | 360,000 tested, 0.58% active; in the data active means inhibition above about 36%
Scp1 inh: inhibitors of human Scp-1 phosphatase; inhibition, % at 20 µM; 340,000 tested, 0.88% active; Recombinant Scp1, phosphopeptide, malachite green phosphate absorbance; AID 493091;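 active means inhibition above about 50% at 20 µM, limit read from the data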;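 further: plate controls were DMSO wells with enzyme for no effect and wells lacking enzyme for full effect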
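System: truncated SCP-1 phosphatase (76-261aa); medium: Tris acetate buffer pH 5.5 with MgCl2 and Tween-20; incubation: 45 min room-temperature reaction, 5 min colour, 30 min stabiliser; compound: single 20 µM dose, 1% DMSO; reagent: Phosphorylated 17-residue peptide substrate; read-out: % inhibition at 20 µM; technique: colorimetric free-phosphate detection, absorbance 630 nm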
LMPTP inh: blocks human LMPTP phosphatase; P24666; recombinant LMPTP-A, OMFP fluorogenic substrate, fluorescence intensity; inhibition, % at 20 µM; 360,000 tested, 0.22% active;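 active means compounds that cut the enzyme signal by at least half of the control window in the single-dose screen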;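 further: plate controls were DMSO wells with enzyme plus substrate for no effect and substrate without enzyme for full effect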
Target sequence (P24666 whole entry, looked up): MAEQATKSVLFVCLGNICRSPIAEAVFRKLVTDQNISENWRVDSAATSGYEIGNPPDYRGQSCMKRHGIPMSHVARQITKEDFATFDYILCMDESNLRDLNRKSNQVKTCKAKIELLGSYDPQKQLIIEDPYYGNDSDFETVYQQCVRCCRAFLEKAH
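Test system: LMPTP-A, protein tyrosine phosphatase of low molecular weight; Input: 0.625 nM enzyme; Incubation: 50 min dark incubation at room temperature; Signal: endpoint fluorescence intensity from OMFP dephosphorylation; Read-out basis: % inhibition versus control wells.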
Rin1 Abl inh: human Rin1-Abl interaction inhibition. AID 588664. P00519+Q13671. inhibition, % at 7.35 µM. TR-FRET Rin1/Abl binding, biochemical. 360,000 tested, 0.4% active; in the data active means inhibition above about 5%, passing the limit was not always enough
NadD inh: NadD (S. aureus) enzyme inhibition. purified NadD enzyme, colorimetric absorbance read-out. inhibition, % at 20 µM. AID 602399. 360,000 tested, 0.78% active; in the data active means inhibition above about 26%; further: some compounds past the cut are filed as inactive
Rpn11 block: inhibitors of human proteasome Rpn11; human 26S proteasome, Ub4-pepOG fluorescence polarization; 20S core pre-blocked with epoxomicin; AID 588493; 360,000 tested, 0.59% active; O00487; calls only at 20 µM;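 active means inhibition at 20 µM, scaled to each plate's controls, above about 33%, limit read from the data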
Target sequence (O00487 whole entry, looked up): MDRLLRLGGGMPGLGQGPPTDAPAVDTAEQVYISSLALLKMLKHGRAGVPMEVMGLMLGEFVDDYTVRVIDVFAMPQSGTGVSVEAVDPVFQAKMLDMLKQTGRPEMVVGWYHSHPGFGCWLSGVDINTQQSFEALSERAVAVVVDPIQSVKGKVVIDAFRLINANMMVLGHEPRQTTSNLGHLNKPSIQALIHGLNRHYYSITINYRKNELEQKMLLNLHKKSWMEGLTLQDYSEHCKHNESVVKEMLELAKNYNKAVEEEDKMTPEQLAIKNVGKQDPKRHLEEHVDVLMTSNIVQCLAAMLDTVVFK
CSN deneddyl inh: inhibitors of human CSN-mediated cullin deneddylation; inhibition, % at 12.5 µM; Q92905; 360,000 tested, 0.38% active; Purified CSN, SCF-Nedd8-OG deneddylation, fluorescence polarization; AID 651999;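 active means pattern-corrected inhibition above about 35%, with an unprinted fluorescence ratio check between 0.5 and 1.5, limit read from the data, passing the limit was not always enough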;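 further: 0% = enzyme with substrate and 100% = substrate without enzyme; some results filed as inactive read as strong as hits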
Target sequence (Q92905 whole entry, looked up, one chain of several): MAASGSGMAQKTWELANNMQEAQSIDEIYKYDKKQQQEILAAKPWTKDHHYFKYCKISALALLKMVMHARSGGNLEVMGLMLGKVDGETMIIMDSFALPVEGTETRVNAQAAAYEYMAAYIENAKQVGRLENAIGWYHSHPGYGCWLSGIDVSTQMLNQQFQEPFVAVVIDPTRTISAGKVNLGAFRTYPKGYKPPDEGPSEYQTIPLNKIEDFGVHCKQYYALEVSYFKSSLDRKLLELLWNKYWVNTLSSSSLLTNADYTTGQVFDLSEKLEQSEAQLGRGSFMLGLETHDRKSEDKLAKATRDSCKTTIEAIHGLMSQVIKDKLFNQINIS
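Assay system: Purified human Csn5 enzyme expressed in HEK293T cells | Amount: Enzyme 0.24 nM | Measured by: Fluorescence polarization readout | Medium: Tris/NaCl/DTT buffer, pH 7.5 | Compound dosing: One concentration, 12.5 µM, 0.25% DMSO | Times: 90 min incubation of compound, enzyme and substrate at room temperature | Control set: no-enzyme wells high, enzyme-with-substrate wells low | Read-out: % inhibition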
DNMT1 block: inhibitors of human DNMT1 | P26358 | DNMT1 molecular beacon, Hinp1I cleavage, fluorescence | inhibition (reported as % activation of signal), % at 10 µM | 360,000 tested, 0.83% active | AID 588458; in the data active means inhibition above about 50%
* = called active by the depositor; i = inactive; nt = no result given.

SMILES	STEP inh	SUMO1-SIM PPI	Neddylation inh	Scp1 inh	LMPTP inh	Rin1 Abl inh	NadD inh	Rpn11 block	CSN deneddyl inh	DNMT1 block
Cc1cc(=O)oc2ccc(OCC(=O)N3CCC(C)CC3)cc12	-1.7	-3.5	i	-4.8	-1.5	-1.1	-5.5	i	3.0	6.3
COC(=O)c1c(CSc2ccc(C)c(C)c2)noc1C(=O)NCc1ccc(OC)cc1	2.4	2.0	i	-6.5	5.7	-1.8	-6.7	i	0.9	0.8
COC(=O)C1(NC(=O)NC23CC4CC(CC(C4)C2)C3)CCCCC1	0.9	1.0	i	-23.9	-0.4	2.7	-7.1	i	-1.4	-2.2
O=C(CN(Cc1ccccc1Cl)C(=O)Cn1nnc(-c2cccs2)n1)NCC1CCCO1 (stereo not drawn)	-1.0	-0.6	i	3.1	-1.3	-0.1	0.9	i	-0.7	1.5
Cc1ccsc1CNC1CCCCC1	-0.9	0.2	i	-5.1	0.3	3.4	-2.9	i	3.1	-2.4
Cc1cccc(C)c1Nc1nnc(SCC(=O)NCCCN2CCCC2=O)s1	-0.2	26.6	i	-0.1	-1.6	1.0	-3.4	i	-3.7	1.5
O=C(O)C[C@H]1c2ccccc2S(=O)(=O)N1C1CCCCC1	3.4	-0.6	i	-8.2	-1.9	0.2	-5.0	i	3.7	0.7
CC(=O)Nc1ccc(/C=N/Nc2nc3ccccc3s2)cc1	-2.5	-2.3	i	0.9	1.8	-1.1	-8.2	i	-1.9	-4.1
C[C@@H]1CCC(=O)N(C[C@@H](C)CC#N)CC1	0.8	-2.7	i	-11.3	1.0	4.4	-2.3	i	-5.3	5.2
COc1ccc(OC)c(NC(=O)c2cccc(S(=O)(=O)N(Cc3ccccc3)c3ccccc3OC)c2)c1	0.9	4.3	i	-14.7	1.3	6.0	-8.5	i	-3.4	-9.7
Cc1ccc(CSc2nc3ccccc3c(=O)n2C)cc1	-2.0	1.9	i	-12.1	1.9	-1.4	-4.7	i	2.5	0.6
C/C(=C\c1ccc(C(=O)O)cc1)c1ccc2c(c1)C(C)(C)CCC2(C)C	-2.0	11.0	i	-6.2	-0.8	1.9	21.3	i	2.3	51.9*
O=C(Nc1ccncc1)Nc1cccc(Cl)c1	0.5	3.7	i	4.0	7.0	-1.1	-5.2	i	-1.7	0.1
CSc1ccccc1C(=O)NCc1ccccc1	-2.5	-0.1	i	6.2	-1.5	7.4	0.8	i	1.1	3.2
CC(C)C(c1nnnn1C1CCCC1)N(C)C1CCCCC1 (stereo not drawn)	0.4	-2.1	i	-4.6	-0.6	-1.8	3.2	i	-9.7	0.0
COc1ccc(-c2nc3n(c(=O)c2C#N)CCS3)cc1OC	-0.3	-18.9	i	1.6	2.2	1.3	-3.7	i	0.1	5.5
Nc1nc(CN2CCC(Cc3ccccc3)CC2)nc(Nc2ccccc2)n1	-1.3	1.0	i	-4.0	1.8	6.5	8.2	i	0.5	-9.2
O=C(Nc1ncn[nH]1)c1ccc(S(=O)(=O)N2CCOCC2)cc1	2.2	-0.8	i	0.2	-1.4	0.6	-0.8	i	-1.8	0.1
Cc1cccc(NC(=O)CC2CCC2)c1	-2.6	0.1	i	3.1	-0.6	-4.0	-6.1	i	-3.7	-6.0
COc1ccccc1OCC(O)CN1CCN(C(=O)c2ccccc2)CC1 (stereo not drawn)	-4.2	4.0	i	-11.7	-2.6	-1.8	2.4	i	-4.4	-4.5
COCCNC(=O)CCc1ccc(S(=O)(=O)Nc2ccc(C)cc2)cc1	-1.2	4.6	i	-12.9	-2.0	-2.8	5.2	i	-4.6	-0.3
CN(C(=O)C1CCCC1)C1CCS(=O)(=O)C1 (stereo not drawn)	-0.8	4.5	i	1.6	-0.8	4.8	-1.5	i	-8.3	0.1
COc1ccc(-c2cc(-c3ccc(F)cc3)nc(N3CCN(C)CC3)n2)cc1	6.6	-25.2	i	-10.8	-1.7	-4.4	-2.3	i	0.1	3.2
Cc1ccc([N+](=O)[O-])cc1N=C(c1cccc(Br)c1)N1CCOCC1	-1.6	-5.5	i	0.4	-1.1	-1.1	2.0	i	-0.1	-0.6
CC(Sc1nc(-c2ccccc2)cc(C(F)(F)F)n1)C(=O)N1CCCCC1 (stereo not drawn)	-0.4	-1.7	i	-7.3	1.4	5.5	-5.2	i	-0.9	7.1
O=C(CSc1nccc(=O)[nH]1)NCc1ccc2c(c1)OCO2	1.1	-5.2	i	1.1	0.0	0.2	-1.9	i	0.6	3.2
CCOC(=O)CNC(=S)N(Cc1ccccc1F)C1CCCCC1	0.3	1.6	i	2.0	-1.1	-3.4	-3.6	i	-10.6	2.0
C=CCN=C1S/C(=C/c2cccc([N+](=O)[O-])c2)C(=O)N1CC=C	1.8	-21.9	i	-1.9	2.3	2.9	-1.4	i	0.4	0.2
COc1ccc(NC(=O)N2CCCc3ccccc32)cc1	0.8	2.3	i	-5.2	-0.2	-1.0	-3.8	i	7.2	-7.4
O=C(CSc1nnc(-c2ccc3c(c2)OCO3)n1-c1ccccc1)c1ccccc1	4.9	-4.7	i	-4.9	1.4	1.7	2.4	i	0.9	-11.9
C=C(C)CN(CC)C(=O)CC1C(=O)NCCN1Cc1c(F)cccc1Cl (stereo not drawn)	-3.5	1.8	i	-9.2	-0.1	1.2	5.7	i	-2.6	1.8
Cc1cccc(C(=O)NCC(=O)N2CC(=O)Nc3ccccc32)c1	0.7	-0.7	i	-0.7	1.8	-0.7	-3.1	i	2.4	3.3
COc1ccc(C(=O)NCCCNC(=O)c2cccnc2)cc1Br	0.9	5.2	i	-8.3	-0.9	0.9	1.2	i	2.6	-0.9
Cc1cc(=O)c2ccccc2n1Cc1ccccc1	-1.5	-0.1	i	-3.7	11.4	1.3	1.2	i	-3.1	-20.8
CCCCNC(=O)C1CC(=O)N(C2CCCC2)C1 (stereo not drawn)	-3.9	-1.5	i	5.7	-0.6	0.6	-6.7	i	0.9	2.7
O=C(NCc1ccccc1)c1cc(C2COCCN2C(=O)OCCF)on1 (stereo not drawn)	-1.2	-1.2	i	nt	-2.9	1.6	-2.3	i	0.7	1.4
CC(=O)C1=C(C)NC(SCC(N)=O)=C(C#N)C1CC(C)C (stereo not drawn)	1.2	4.1	i	0.4	0.4	-1.0	2.5	i	-3.8	-2.0
O=C(COC(=O)c1ccc(Cl)c(S(=O)(=O)NCc2ccccc2)c1)NC1CC1	0.3	0.7	i	-3.9	-0.5	4.4	-3.4	i	-0.8	-0.9
O=C(COc1ccc(Cl)cc1Cl)NCCCNC(=O)c1cnccn1	-2.4	10.1	i	-1.4	-0.7	2.6	-1.6	i	0.1	-3.3
O=C1CC(N(CCc2ccccc2)C(=S)Nc2ccccc2)C(=O)N1c1ccccc1 (stereo not drawn)	-1.0	-0.8	i	-9.1	3.0	-0.1	-7.5	i	2.6	-1.3
Cc1ccc(S(=O)(=O)NC(=O)C2(C)CCN2C(=O)C2(c3ccc(Cl)cc3)CCC2)cc1 (stereo not drawn)	-1.6	5.9	i	nt	-0.5	1.0	3.1	i	0.0	3.5
Cc1onc(-c2ccccc2)c1C(=O)NC(C)c1ccc2c(c1)OCO2 (stereo not drawn)	4.3	-1.3	i	-4.2	0.9	0.4	-3.5	i	-1.4	-0.8
Cc1ccccc1NC(=O)Cc1nc(COC(=O)c2ccc(Cl)nc2)cs1	-0.6	4.3	i	-2.8	0.1	4.5	-6.5	i	2.1	-2.4
COc1cccc(OCc2cc(C(=O)NCCc3cccc(C)n3)no2)c1	1.7	3.5	i	-6.7	1.4	-1.8	-4.0	i	-0.1	2.1
O=C(CNC(=O)N1CC(=O)Nc2ccccc21)NCc1cccc(Cl)c1	-3.9	-2.3	i	-3.1	-0.9	0.3	4.2	i	-3.1	2.9
Cc1cccc(Nc2nc(N)nc(CN3CCC(C)CC3)n2)c1C	-2.5	0.1	i	-7.7	-1.0	1.6	5.2	i	-1.4	2.8
Cc1ccccc1NC(=O)Cc1nc(COC(=O)CCc2ccccc2)cs1	-0.2	-3.8	i	6.9	0.0	1.7	-4.6	i	23.5	1.1
C/C(=N\NC(=O)c1nn(C)cc1Br)c1cccc(NC(=O)c2ccncc2)c1	1.7	-5.1	i	3.7	-0.1	-0.1	2.3	i	-6.4	9.4
CC(Oc1ccc(F)cc1)C(=O)Nc1ccc2ccccc2c1 (stereo not drawn)	0.0	0.4	i	-7.2	0.9	0.9	-0.7	i	0.3	-9.2
Cc1ccc(NC(=O)CSc2nc3ncc(Br)cc3[nH]2)cc1C	-0.3	-130.8	i	-1.4	-0.2	4.1	-1.9	i	4.5	-4.6
O=C(CCc1ccccc1)Nc1ccccc1C(F)(F)F	1.3	0.5	i	-6.9	-1.8	5.3	-2.1	i	2.2	2.0
COc1ccc(CN2CCC(=O)N([C@H](CO)c3ccccc3)CC2)cc1OC	5.7	-3.8	i	-3.0	-1.0	5.5	2.0	i	-1.0	3.6
O=C(NC(=S)NCc1ccc(F)cc1)c1ccccc1	1.1	1.9	i	-2.5	-1.6	2.5	-10.5	i	2.0	-4.6

Full records as entered above. Values in the order: STEP inh, SUMO1-SIM PPI, Neddylation inh, Scp1 inh, LMPTP inh, Rin1 Abl inh, NadD inh, Rpn11 block, CSN deneddyl inh, DNMT1 block
Cc1onc(-c2ccccc2)c1C(=O)NC(C)c1ccc2c(c1)OCO2 (stereo not drawn) reads 4.3, -1.3, i, -4.2, 0.9, 0.4, -3.5, i, -1.4, -0.8
Cc1ccccc1NC(=O)Cc1nc(COC(=O)c2ccc(Cl)nc2)cs1 reads -0.6, 4.3, i, -2.8, 0.1, 4.5, -6.5, i, 2.1, -2.4
Cc1ccc(NC(=O)CSc2nc3ncc(Br)cc3[nH]2)cc1C reads -0.3, -130.8, i, -1.4, -0.2, 4.1, -1.9, i, 4.5, -4.6
Cc1ccccc1NC(=O)Cc1nc(COC(=O)CCc2ccccc2)cs1 reads -0.2, -3.8, i, 6.9, 0.0, 1.7, -4.6, i, 23.5, 1.1
O=C(CCc1ccccc1)Nc1ccccc1C(F)(F)F reads 1.3, 0.5, i, -6.9, -1.8, 5.3, -2.1, i, 2.2, 2.0

Given with each value named: entries from further up.
> COc1ccc(CN2CCC(=O)N([C@H](CO)c3ccccc3)CC2)cc1OC
  STEP inh: 5.7; SUMO1-SIM PPI: -3.8; Neddylation inh: i; Scp1 inh: -3.0; LMPTP inh: -1.0; Rin1 Abl inh: 5.5; NadD inh: 2.0; Rpn11 block: i; CSN deneddyl inh: -1.0; DNMT1 block: 3.6

> Cc1ccc(S(=O)(=O)NC(=O)C2(C)CCN2C(=O)C2(c3ccc(Cl)cc3)CCC2)cc1 (stereo not drawn)
  STEP inh: -1.6; SUMO1-SIM PPI: 5.9; Neddylation inh: i; Scp1 inh: nt; LMPTP inh: -0.5; Rin1 Abl inh: 1.0; NadD inh: 3.1; Rpn11 block: i; CSN deneddyl inh: 0.0; DNMT1 block: 3.5

Random draw from the library. About 3.8% of those tested had a hit in this group.
